Screens: PubChem, National Center for Advancing Translational Sciences (NCATS)
aSyn rescue = alpha-synuclein toxicity inhibition in yeast | Yeast expressing alpha-synuclein, growth rescue, BacTiter-Glo, 24 h | AID 652106 | actives 0.14% (n = 370,000) | Potency, µM (highest dose often 46.1 µM), without a hit: at the top dose growth rescue (activation), usual class: activators; also: potency is read from the fitted curve at half-maximal effect; % of control where 0% means no effect; nearly all actives have a fitted effect of over 65% in size
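Readout is rescue of growth in alpha-synuclein-expressing yeast, so inhibitors of toxicity appear as activators. Growth after 24 hr at 30 deg C in galactose medium is quantified by luminescence.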
TDP-43 yeast inh = TDP-43 toxicity inhibition in yeast. TDP-43 expressing yeast growth rescue, BacTiter-Glo, 24 h. Potency, µM (doses to about 46.1 µM), for inactives: at the top dose growth rescue (activation), actives largely listed as activators. actives 1.8% (n = 410,000); also: potency is read from the fitted curve at half-maximal effect; % of control where 0% means no effect; nearly all actives have a fitted effect of over 50% in size
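Growth rescue of TDP-43-toxic yeast measured as ATP luminescence (BacTiter-Glo). Cells grown to mid-log in raffinose, induced in galactose at OD600=0.02, exposed to compound 24 hr at 30 deg C.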
KB-V1 MDR tox = KB-V1 MDR subline cytotoxicity. KB-V1 MDR cells viability, CellTiter-Glo, 72 h. Potency, µM (series often up to 46.1 µM), inactives show top-dose activity change, negative = cytotoxicity, usual class: cytotoxic. actives 3.4% (n = 400,000). AID 1347076; also: potency is read from the fitted curve at half-maximal effect; % is scaled to controls: 0 for no effect and ±100 for the full control effect; nearly all actives have a fitted effect of over 60% in size
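Readout: CellTiter-Glo luminescence, 10 min after addition. Cells: KB-V1 MDR subline, 72 h at 37 degrees C with compound. Analysis: corrected, normalized data fitted to concentration-effect curves.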
GLP1R ag = activates the human GLP-1 receptor; actives 0.007% (n = 380,000); Potency, µM (highest dose often 45.6 µM), for inactives: top-dose activation, hits mostly activators; HEK293 GLP-1R CRE-luciferase, luminescence, 4-6 h; cells express a hypersensitive GLP-1R form; P43220; also: potency is read from the fitted curve at half-maximal effect; % of control where 0% means no effect
GLP-1R inv ag = acts as inverse agonist at human GLP-1 receptor; P43220; HEK293 GLP-1R CRE-luciferase, luminescence, 24 h; GLP-1R form is constitutively active; Potency, µM (doses to about 38.3 µM), inactives show at the highest dose activity change, negative = inhibition, most hits filed as inhibitors; actives 1.6% (n = 410,000); AID 624417; also: potency is read from the fitted curve at half-maximal effect; % is scaled to controls: 0 for no effect and ±100 for the full control effect; nearly all actives have a fitted effect of over 55% in size
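HEK293 cells stably co-expressing constitutively active GLP-1R and a cAMP-responsive luciferase reporter were seeded in DMEM with 10% Nu serum, given compounds after 12 h, and incubated 24 h at 37 deg C. Luminescence was then read.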
D3 ag = agonists of human D3 dopamine receptor. P35462. D3R DiscoveRx beta-arrestin cells, luminescence, 90 min. actives 0.58% (n = 410,000). max activation, %; in the data active = max activation above about 30%; also: 0% is about no effect; mostly tested at two doses, the higher about 12 µM
Target sequence (P35462 whole entry, looked up): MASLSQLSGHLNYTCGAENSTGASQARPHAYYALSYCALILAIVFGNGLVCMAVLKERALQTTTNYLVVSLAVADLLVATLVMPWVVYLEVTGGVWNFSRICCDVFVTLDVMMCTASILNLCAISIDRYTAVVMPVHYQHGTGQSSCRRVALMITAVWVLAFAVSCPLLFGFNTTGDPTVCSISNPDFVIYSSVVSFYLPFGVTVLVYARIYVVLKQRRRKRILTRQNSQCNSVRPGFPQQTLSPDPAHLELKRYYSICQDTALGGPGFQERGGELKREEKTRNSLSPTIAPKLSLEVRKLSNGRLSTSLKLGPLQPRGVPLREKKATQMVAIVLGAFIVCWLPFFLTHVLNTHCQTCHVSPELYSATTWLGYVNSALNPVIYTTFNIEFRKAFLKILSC
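Agonist-mode cell screen: cells plated at 1500/well and incubated overnight at 37 °C, then exposed to library compounds for 90 min at 37 °C. Detection reagent was added for 30–60 min at room temperature, and luminescence was read.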
PTHR1 ag = agonists of human PTHR1 parathyroid hormone receptor. actives 0.075% (n = 410,000). AID 743266. Potency, µM (highest dose often 115 µM), for the others: at the top dose activation, usual class: activators. HEK293 GP2 PTHR1 cells, GloSensor cAMP luminescence, 1 h. Q03431; also: potency is read from the fitted curve at half-maximal effect; nearly all actives have a fitted effect of over 55% in size; some results filed as inactive show a strong effect at the top dose; inactives centre near -15; many of its hits are not listed in these tables
Target sequence (Q03431 whole entry, looked up): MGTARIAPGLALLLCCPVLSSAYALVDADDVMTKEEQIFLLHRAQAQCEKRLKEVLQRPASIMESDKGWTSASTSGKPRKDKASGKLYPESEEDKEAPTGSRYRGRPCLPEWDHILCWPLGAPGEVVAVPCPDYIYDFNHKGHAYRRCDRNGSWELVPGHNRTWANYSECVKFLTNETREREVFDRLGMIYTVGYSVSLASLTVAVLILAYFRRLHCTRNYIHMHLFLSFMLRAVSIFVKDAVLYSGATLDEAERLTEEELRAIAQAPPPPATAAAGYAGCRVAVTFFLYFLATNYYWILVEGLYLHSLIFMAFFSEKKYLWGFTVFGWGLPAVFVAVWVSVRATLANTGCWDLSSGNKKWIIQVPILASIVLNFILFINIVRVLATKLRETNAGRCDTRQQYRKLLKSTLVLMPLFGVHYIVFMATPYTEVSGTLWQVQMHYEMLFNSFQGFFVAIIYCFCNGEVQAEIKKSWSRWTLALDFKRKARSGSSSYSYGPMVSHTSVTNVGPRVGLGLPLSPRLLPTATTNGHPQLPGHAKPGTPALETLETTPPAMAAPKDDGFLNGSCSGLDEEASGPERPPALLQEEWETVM
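HEK-293-derived GP2 cells expressing PTHR1 and a GloSensor cAMP reporter, 3,000/well, plated overnight, given luciferin plus IBMX (each 0.5 mM as added) for 1 h at 37 °C, then compound for 1 h at 37 °C. Luminescence was read after 15 min at room temperature.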
HEK293 tox = cytotoxic in the GLP-1 receptor inverse agonist counter-screen; HEK293 cAMP-luciferase reporter cells, luminescence, 24 h; Potency, µM (top dose mostly 38.3 µM), without a hit: top-dose activity change, negative = inhibition, most hits filed as inhibitors; actives 0.13% (n = 410,000); AID 624418;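 also: loss of luciferase light is scored as toxicity; potency is read from the fitted curve at half-maximal effect; % is scaled to controls: 0 for no effect and ±100 for the full control effect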
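Quantitative HTS format, 1536 wells, 200 cells/uL seeded. Compounds: 23 nL, 24 h, 37 °C. Detection: luciferase reagent, luminescence at 12 min RT; decreased signal taken as cytotoxic.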
D3 antag = D3 dopamine receptor (human) antagonism; P35462; D3R cells, DiscoveRx beta-arrestin luminescence, antagonist mode; hits give low values; max response, negative = inhibition, %; actives 2.5% (n = 360,000); in the data active = max response below about -50%; inconclusive = no clear call, values can overlap the other calls; also: % is scaled to controls: 0 for no effect and ±100 for the full control effect; mostly tested at two doses, the higher about 12 µM
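Cells expressing the human receptor were seeded at 1500 cells/well, incubated overnight at 37 degrees C in 5% CO2, then exposed to library compounds with dopamine controls for 90 minutes at 37 degrees C before luminescent detection.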
Numbers without * were called inactive; i = inactive; ? = inconclusive; . = no result given; & = joins results of further samples; [ ] = another dose, or the depositor's remark. Unless noted, calls follow the shape of the dose curve; as a rule, active = well fitted curve in the direction sought with a large enough effect; inconclusive = small, poorly fitted or top-dose-only effect, or another doubt; inactive = no such curve, though single readings can be large; an effect the other way counts as inactive or inconclusive. This is a subset; the hit share may differ from the screen's.

SMILES	aSyn rescue	TDP-43 yeast inh	KB-V1 MDR tox	GLP1R ag	GLP-1R inv ag	D3 ag	PTHR1 ag	HEK293 tox	D3 antag
Cc1cccc(NC(=S)N(C)C)c1C	13%	11%	11%	6%	-10%	5	i	-29%	-15
O=C(N/N=C/c1ccc(-c2cccc([N+](=O)[O-])c2)o1)c1ccccc1O	1%	2%	-17%	0%	19%	2	-32%[inhibitor]	-8%	19
COc1ccccc1NS(=O)(=O)c1ccc2nc(CCl)[nH]c2c1	1%	-13%	2%	0%	1%	-2	-21%	21%	-15
Cc1ccn2cc(CSc3ccccc3)nc2c1	1%	-7%	0%	2%	?	-15	-18%[57.5 µM]	?	6
C=CCn1c(N2C(=O)CC(Cc3ccccc3)C2=O)nc2ccccc21 (stereo not given)	.	-8%	4%	6%	0%	3	i	-1%	-14
CCN(CC)S(=O)(=O)c1ccc2c(c1)N(CC(=O)NCc1ccccc1)C(=O)C1CCCCN21 (stereo not given)	.	-14%	-13%	.	6%	-12	i	0%	.
COc1ccc(S(=O)(=O)N2CCC(C(=O)N3CCOCC3)CC2)cc1Cl	-4%	-7%	1%	14%	-21%	12	i	-13%	-1
Cc1ccc(C(=O)N2CCCC2)cc1S(=O)(=O)N1CCOCC1	0%	8%	.	7%	15%	5	i	-1%	2
Nc1nn(-c2ccccc2)nc1C(=O)OCc1ccccc1	-4%	-24%&0%	-9%&-2%	12%	19%&4%	-14&2	-18%	2%&4%	-65*
COc1ccc(C(=O)C2CCCN(Cc3cnc(N4CCOCC4)s3)C2)c(OC)c1 (stereo not given)	-1%	2%	?	6%	-8%	-12	-37%[inhibitor]	0%	-8
Cc1ccc2nc(-c3ccc(NC(=O)c4ccc(S(C)(=O)=O)cc4)cc3)sc2c1	.	15%	.	.	9%	-6	i	-1%	.
O=C(CSc1nnc(-c2ccccc2Br)o1)N1CCOCC1	4%	-12%	-1%	11%	-9%	-9	-57%[inhibitor]	-2%	-24
CC(C)c1ccc(NC2CCCN(C(=O)c3ccco3)C2)cc1 (stereo not given)	5%	7%	?	14%	?	-9	-16%	-35%	-15
O=C(NCc1ccccc1)C(C1CC1)n1c(=O)c(-c2ccco2)nc2ccccc21 (stereo not given)	0%	11%	?	.	25%	-4	i	3%	-4
CC1(O)c2ccccc2C(=O)N1CCc1ccccc1F (stereo not given)	9%	?	?	15%	0%	0	i	9%	-8
Cc1ccccc1-c1oc(C)c(C)[n+]1[O-]	1%	-9%	7%	-1%	5%[0.307 µM]	5	i	6%[0.307 µM]	5
O=C(N/N=C/c1cccs1)c1n[nH]c2c1CCC2	1%	30%	?	-14%	?	-1	-31%	-27%	1
c1ccc(C(NCCNC(c2ccccc2)c2ccccc2)c2ccccc2)cc1	-20%&-15%	15%	24%	1%	?	-9	i	-3%	1
CC[C@@H](NC(=O)Cn1cc(C)c(=O)[nH]c1=O)c1ccccc1	-7%	15%	9%	12%	6%	1	-19%	-1%	-7
O=C(Nc1nccs1)c1cncc(Br)c1	-12%	3%	-5%	1%	-6%[0.307 µM]	7	-1%	2%[0.307 µM]	?
COc1ccc(N=C2C(=Nc3ccc(OC)cc3)N(c3ccc(OC)cc3)C(=S)N2c2ccccc2)cc1	16%	-1%	-26%	-3%	-17%	-2	i	-18%	-10
CN(NC(=O)c1ccccc1)c1ncc(C(F)(F)F)cc1Cl	-5%	6%	-17%	2%	2%	5	-7%	9%	-11
CC(C)c1ccc(S(=O)(=O)NC2CCCC2)cc1	-11%	4%	-30%	0%	?	-10	-11%	-12%	-2
COCCNC(=O)c1cc(C)ccc1C	0%	-20%	-12%	-1%	13%	-2	i	-9%	-4
CCc1nnc(NC(=O)CSc2nnc(-c3c[nH]c4ccccc34)n2C)s1	0%	-8%	22%	-2%	0%	15	-9%[57.5 µM]	-12%	-7
COC(=O)c1ccc(NC(=O)c2c(NCc3ccc(OC)c(OC)c3)sc3c2CCCC3)cc1	.	14%	?	.	?	-13	-20%	-39%	.
O=c1[nH]cnc2cc(-c3ccccc3)sc12	1%	?	6.5µM*	8%	0%	4	-19%	4%	15
O=C(COc1coc(CN2CCc3ccccc3C2)cc1=O)Nc1ccc(F)cc1F	-1%	-8%	-3%	0%	?	-13	-24%	-1%	-7
O=C(CSc1ccc(Cl)cc1)NC1CC1	3%	20%	19%	3%	3%	-5	i	4%	20
COc1ccc2[nH]c(C)c(CCNS(=O)(=O)c3cc(F)ccc3OC)c2c1	.	13%	1%	.	-1%	12	i	-3%	.

Next section.
canonical_smiles | aSyn rescue | TDP-43 yeast inh | KB-V1 MDR tox | GLP1R ag | GLP-1R inv ag | D3 ag | PTHR1 ag | HEK293 tox | D3 antag
COc1ccc(S(=O)(=O)N2CCOCC2)cc1NC(=O)COc1ncnc2ccccc12 | -1% | 14% | -19% | 6% | 9% | 2 | i | 16% | 10
Cc1cc(C)cc(NC(=O)C2CCCN(c3nc(C)cc(C)n3)C2)c1 (stereo not given) | 0% | -32%[inhibitor] | -25% | 4% | 0% | 2 | i | -7% | 17
O=C(NCC1CCCO1)/C(=C/c1ccccc1)NC(=O)c1ccccc1 (stereo not given) | 1% | 5% | ? | 0% | 11% | 4 | -25% | 5% | -1
COc1cccc(-n2nnnc2SCC(=O)NCc2ccco2)c1 | 4% | 7% | 0% | -1% | ? | 4 | i | -8% | 38
COc1ccc(CCNC(=O)C2CC(c3cccc(F)c3)=NO2)cc1 (stereo not given) | -4% | 27% | 20% | 8% | -8% | 0 | i | 9% | -19
CCN1C(=O)N(C)C(N(O)C(=O)NC)C1(C)C (stereo not given) | 0% | 15% | -5% | -6% | -15% | 2 | i | 5% | 16
CCC(=O)Nc1sc2c(c1C(=O)Nc1ccccc1C)CCC(C)C2 (stereo not given) | . | -7% | -29% | . | 1% | 0 | i | 1% | .
CC(C)N(C(=O)Nc1ccc2nsnc2c1)C(C)C | 1% | 24% | ? | 0% | 17% | -8 | -11% | 181%[activator] | ?

Four compounds already listed, sorted by molar mass, descending.
canonical_smiles | aSyn rescue | TDP-43 yeast inh | KB-V1 MDR tox | GLP1R ag | GLP-1R inv ag | D3 ag | PTHR1 ag | HEK293 tox | D3 antag
CCC(=O)Nc1sc2c(c1C(=O)Nc1ccccc1C)CCC(C)C2 (stereo not given) | . | -7% | -29% | . | 1% | 0 | i | 1% | .
COc1ccc(CCNC(=O)C2CC(c3cccc(F)c3)=NO2)cc1 (stereo not given) | -4% | 27% | 20% | 8% | -8% | 0 | i | 9% | -19
Cc1cc(C)cc(NC(=O)C2CCCN(c3nc(C)cc(C)n3)C2)c1 (stereo not given) | 0% | -32%[inhibitor] | -25% | 4% | 0% | 2 | i | -7% | 17
CC(C)N(C(=O)Nc1ccc2nsnc2c1)C(C)C | 1% | 24% | ? | 0% | 17% | -8 | -11% | 181%[activator] | ?

Additional structures follow:
canonical_smiles | aSyn rescue | TDP-43 yeast inh | KB-V1 MDR tox | GLP1R ag | GLP-1R inv ag | D3 ag | PTHR1 ag | HEK293 tox | D3 antag
COCCn1cnc2c1c(=O)n(CC(=O)OCC#N)c(=O)n2Cc1ccccc1 | 3% | 0%[0.397 µM] | ? | -3% | 53%[activator] | 3 | i | 1% | 6
CC(C)C[C@H](NC(=O)c1cc2cc(Cl)ccc2n1C)C(=O)N1CCC[C@H]1C(=O)O | 5% | 16% | ? | -4% | 10% | 12 | -9% | 7% | -18
COc1ccc(C(C(=O)Nc2ccc(F)cc2)N2CCN(CC(=O)N3CCCC3)CC2)cc1 (stereo not given) | 13% | 14% | -21% | . | -1% | 1 | -15% | 11% | 7
CN(C)c1nc(Cl)cc(N2CCOCC2)n1 | 1% | ? | -1% | 4% | 0% | 5 | -25% | 6% | 3
COc1ccc(-c2cc(C(=O)Nc3c(C(=O)c4ccc(C)cc4)oc4ccccc34)no2)cc1 | . | -7% | . | . | 11% | -21 | -6% | 2% | .
CCc1ccc2ncc(S(=O)(=O)c3ccc(Cl)cc3)c(N3CCN(CC)CC3)c2c1 | . | 10% | . | . | 3% | -22 | i | 1% | .
CC(C)C12CN3CC(C(C)C)(CN(C1)C3(C)C)C2=O | -8% | 22% | 0% | -1% | -1% | 3 | i | 4% | 14
O=c1cnnc(NCc2ccccc2)[nH]1 | -7% | 6% | 14% | -15% | -2% | -8 | i | 53%[activator] | -8
CNS(=O)(=O)c1cc(-c2nn3c(C)nnc3c3ccccc23)ccc1C | . | 0%[9.22 µM] | 5% | . | 25% | 2 | i | -4% | .
COc1ccc(C(=O)NC(=S)NNC(=O)COc2ccccc2)cc1 | 18% | 8% | ? | 1% | -5% | 2 | -6% | -17% | ?
